influenza NS1A = H1N1 influenza NS1A inhibitors, functional cell based assay (AID 504329); NS1A functional cell-based assay, percent inhibition; higher % means a stronger effect; inhibition, % at 12.5 µM, or IC50 in µM where a hit was titrated; 340,000 compounds, 0.3% hits; in the data active means a potency from the dose series; inconclusive means inhibition above about 27% without an active follow-up result; further: strong numbers were not always called active
PhoP GFP inhibition = Inhibition of PhoP regulon, Salmonella typhi GFP reporter cells, confirmation, 4 h (AID 1850). Salmonella Typhi PhoP-promoter GFP reporter, fluorescence, 4 h; higher % means a stronger effect. one-dose inhibition, % at 50 µM; IC50 in µM for titrated hits. 310,000 compounds, 0.33% hits; in the data active means a potency from the dose series; inconclusive means inhibition mostly from about 25% at the one dose, without a potency; inactive means the rest, 99 in 100 with inhibition below about 19%;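 further: 0% = induced wells with vehicle and 100% = uninduced wells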
M. tuberculosis = growth inhibition of non-replicating M. tuberculosis (AID 488890) | Mycobacterium tuberculosis non-replicating, growth inhibition; higher % means a stronger effect | one-dose inhibition, % at 25 µM; IC50 in µM for titrated hits | 320,000 compounds, 0.39% hits; in the data active means a potency from the dose series; inconclusive means inhibition mostly from about 82% at the one dose, without a potency; inactive means the rest, 99 in 100 with inhibition below about 76%;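 further: plate controls were DMSO cells for no effect and high antibiotic wells for full effect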
H37Rv inhibition = M. tuberculosis growth inhibition, HTS (AID 449762) | M. tuberculosis H37Rv growth inhibition, 7H9 media; higher % means a stronger effect | inhibition, % at 25 µM, or IC50 in µM where a hit was titrated | 330,000 compounds, 0.59% hits; in the data active means a potency from the dose series; inconclusive means inhibition above about 70% without an active follow-up result;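 further: bacterial growth assessed after seven days of incubation; strong numbers were not always called active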
inhibitors of VEEV = inhibitors of VEEV TC-83 cytopathic effect, confirmation, Vero cells (AID 588727) | Vero cells, VEEV TC-83 cytopathic effect inhibition; higher % means a stronger effect | inhibition, % at 20 µM, or IC50 in µM where a hit was titrated | 350,000 compounds, 0.13% hits; in the data active means a potency from the dose series; inconclusive means inhibition mostly from about 14% at the one dose, without a potency; inactive means the rest, 99 in 100 with inhibition below about 12%; further: strong numbers were not always called active
inhibitors of VEEV 10K pilot screen = second read-out of inhibitors of VEEV, no call of its own (marks repeat the call); inhibition, %; measured here: 10K pilot screen inhibition
* marks the source's active call; other numbers are inactive results; i = inactive; ? = inconclusive; nt = not tested or not shown.

SMILES	influenza NS1A	PhoP GFP inhibition	M. tuberculosis	H37Rv inhibition	inhibitors of VEEV	others
CCOc1ccc(C)cc1S(=O)(=O)n1ccnc1	-6%	11%	-6%	0%	3.2%
O=C(NCCSc1c(-c2ccccc2)[nH]c2ccccc12)c1cc2ccccc2oc1=O	7%	3%	75%	56%	11%
Cc1cc(C)c2nc(-c3ccccn3)cc(C(=O)Nc3ccc(S(=O)(=O)Nc4cc(C)on4)cc3)c2c1	7%	9%	38%	20%	9.7%
CC1CCC(NC(=O)N(CCCl)N=O)CC1 (stereo not drawn)	4%	20%	-1%	-3%	i
COc1ccc(-c2cc(-c3ccc(OC)c(OC)c3)n[nH]2)c(O)c1	-1%	-1%	-2%	?	i
Cc1cn([C@H]2C[C@H](O)[C@@H](CCC(=O)NCCCn3ccnc3)O2)c(=O)[nH]c1=O	-8%	nt	nt	nt	i
Cc1ccc(N2CCN(C(=O)c3ccccc3NC(=O)C3CC=CCC3C(=O)O)CC2)cc1 (stereo not drawn)	-8%	-5%	-15%	-5%	0.9%
COc1ccc(/C=C2\CCCC3C2=NC(=S)NC3c2ccc(OC)cc2)cc1 (stereo not drawn)	-7%	-6%	54%	-7%	1.1%
C=C(C)CNC(=S)NNC(=O)CCn1c2ccc(Cl)cc2c2cc(Cl)ccc21	14%	-11%	-4%	?	8.8%
COc1cccc(Nc2ccc(-n3ccnc3)nn2)c1	-3%	1%	0%	-4%	2.5%
Cc1ccccc1NC(=O)CN1C(=O)NC2(CCCCC2)C1=O	4%	12%	1%	-3%	5.7%
Cc1ccc(CCNC(=O)C2CC(c3cc(C(F)(F)F)cc(C(F)(F)F)c3)=NO2)cc1 (stereo not drawn)	-4%	-10%	-3%	10%	0.4%
CCOc1ccc(N2CC(C(=O)Nc3nnc(CC)s3)CC2=O)cc1 (stereo not drawn)	-9%	-14%	29%	2%	0.8%
CCN(c1ccccc1)S(=O)(=O)c1cccc(C(=O)NCCN2CCOCC2)c1	-8%	nt	4%	2%	i
CCOC(=O)c1sc(NC(=S)NC(=O)c2cccc(OC)c2)nc1C	-7%	-6%	11%	0%	1.6%
CCC(C)c1ccc(NC(=O)NCc2cccnc2)cc1 (stereo not drawn)	12%	3%	74%	17%	1.4%
Cc1cc(Cl)c2oc(C(=O)N3CCN(C(=O)c4ccco4)CC3)c(C)c2c1	7%	0%	21%	?	9.0%
O=C(C[C@H]1C[C@H](C(=O)N2CCOCC2)[C@@]2(CCC3CCCC3)c3[nH]c4cc(-c5ccco5)ccc4c3CCN2C1=O)NCc1ccco1	-8%	nt	nt	nt	?
O=C(CN1CCN(S(=O)(=O)c2ccc(F)cc2)CC1)Nc1ccc(Cl)cn1	-6%	-6%	nt	-5%	i
Cc1c(NC2(C#N)CCCC2)c(=O)n(-c2ccccc2)n1C	-6%	6%	-1%	1%	0.1%
Cc1c(C)n(Cc2ccccc2)c2ccc(C(=O)NCCCN3CCOCC3)cc12	13%	2%	32%	2%	3.6%
Fc1ccccc1N1CCN(c2ncnc3[nH]ncc23)CC1	-2%	8%	8%	5%	?
COc1ccc2oc(C(=O)Nc3nc(-c4ccccn4)cs3)c(C)c2c1	-9%	-9%	79%	-9%	4.7%
Cc1cc(=O)[nH]c(SCC(=O)c2ccc(O)c(O)c2)n1	-23%	-1%	-15%	3%	i
CCOC(=O)c1ccc(S(=O)(=O)Nc2ccc3cn[nH]c3c2)cc1	-1%	-12%	44%	5%	3.3%
COc1cc(/C=C/C(=O)NNC(=O)c2cccc(S(=O)(=O)N(C)C)c2)cc(OC)c1OC	-2%	nt	nt	nt	0.5%
CCS(=O)(=O)N1CCC(C(=O)c2ccc(Cl)cc2)CC1	4%	-3%	8%	0%	i
CCOC(=O)c1c(NC(=O)C2COc3ccccc3O2)sc2c1CC(C)(C)NC2(C)C (stereo not drawn)	3%	11%	i	?	6.5%
COc1ccc(CCn2c(=O)[nH]c3cc(C(=O)NCCN4CCOCC4)ccc3c2=O)cc1OC	21%	-8%	-4%	-14%	4.8%
COCCCn1c(SCC(=O)N2CCOCC2)nc2cc(Cl)ccc2c1=O	0%	nt	1%	-4%	7.6%
CC(=O)N1c2ccc(S(=O)(=O)N3CCC(C(=O)Nc4ccc(F)cc4)CC3)cc2CC1C (stereo not drawn)	7%	-10%	18%	-3%	i
Cc1nn(CC(=O)O)c(C)c1N	-3%	1%	-6%	-12%	0.4%
CC(NCc1ccc(Cl)cc1)C(O)c1ccccc1 (stereo not drawn)	-10%	33%	13%	-2%	i
CC(C)Cc1nnc(NC(=O)CC(=O)Nc2ccccc2C(=O)O)s1	-5%	-8%	25%	-1%	0.4%
O=C(NC(Cc1ccccc1)C(=O)O)/C(=C\c1ccco1)NC(=O)c1ccccc1Br (stereo not drawn)	4%	-6%	-10%	-6%	1.2%
COc1ccc(C(=O)NCCC(=O)NCc2cc(=O)n(C)c(=O)n2C)cc1	-9%	-1%	5%	-3%	1.3%
CCOC(=O)c1cc(-c2ccccc2)sc1NC(=O)CSc1nnnn1C	3%	1%	2%	4%	i
Cn1c(N)c(C(=O)COC(=O)c2ccc(C(F)(F)F)cc2)c(=O)n(C)c1=O	-4%	nt	58%	4%	3.7%
CC(=O)NC(CC(=O)OC(C)C(=O)Nc1ccc(Cl)cn1)c1ccccc1 (stereo not drawn)	-3%	-5%	-1%	-1%	0.2%
O=C1c2ccccc2C(O)N1Cc1ccccc1Cl (stereo not drawn)	-3%	0%	-23%	-4%	i	inhibitors of VEEV 10K pilot screen=0.2

Nothing new here: 17 of the compounds above.
SMILES	influenza NS1A	PhoP GFP inhibition	M. tuberculosis	H37Rv inhibition	inhibitors of VEEV	others
CCOc1ccc(C)cc1S(=O)(=O)n1ccnc1	-6%	11%	-6%	0%	3.2%
O=C(NCCSc1c(-c2ccccc2)[nH]c2ccccc12)c1cc2ccccc2oc1=O	7%	3%	75%	56%	11%
Cc1cc(C)c2nc(-c3ccccn3)cc(C(=O)Nc3ccc(S(=O)(=O)Nc4cc(C)on4)cc3)c2c1	7%	9%	38%	20%	9.7%
CC1CCC(NC(=O)N(CCCl)N=O)CC1 (stereo not drawn)	4%	20%	-1%	-3%	i
COc1ccc(-c2cc(-c3ccc(OC)c(OC)c3)n[nH]2)c(O)c1	-1%	-1%	-2%	?	i
Cc1cn([C@H]2C[C@H](O)[C@@H](CCC(=O)NCCCn3ccnc3)O2)c(=O)[nH]c1=O	-8%	nt	nt	nt	i
Cc1ccc(N2CCN(C(=O)c3ccccc3NC(=O)C3CC=CCC3C(=O)O)CC2)cc1 (stereo not drawn)	-8%	-5%	-15%	-5%	0.9%
COc1ccc(/C=C2\CCCC3C2=NC(=S)NC3c2ccc(OC)cc2)cc1 (stereo not drawn)	-7%	-6%	54%	-7%	1.1%
C=C(C)CNC(=S)NNC(=O)CCn1c2ccc(Cl)cc2c2cc(Cl)ccc21	14%	-11%	-4%	?	8.8%
COc1cccc(Nc2ccc(-n3ccnc3)nn2)c1	-3%	1%	0%	-4%	2.5%
Cc1ccccc1NC(=O)CN1C(=O)NC2(CCCCC2)C1=O	4%	12%	1%	-3%	5.7%
Cc1ccc(CCNC(=O)C2CC(c3cc(C(F)(F)F)cc(C(F)(F)F)c3)=NO2)cc1 (stereo not drawn)	-4%	-10%	-3%	10%	0.4%
CCOc1ccc(N2CC(C(=O)Nc3nnc(CC)s3)CC2=O)cc1 (stereo not drawn)	-9%	-14%	29%	2%	0.8%
CCN(c1ccccc1)S(=O)(=O)c1cccc(C(=O)NCCN2CCOCC2)c1	-8%	nt	4%	2%	i
CCOC(=O)c1sc(NC(=S)NC(=O)c2cccc(OC)c2)nc1C	-7%	-6%	11%	0%	1.6%
CCC(C)c1ccc(NC(=O)NCc2cccnc2)cc1 (stereo not drawn)	12%	3%	74%	17%	1.4%
Cc1cc(Cl)c2oc(C(=O)N3CCN(C(=O)c4ccco4)CC3)c(C)c2c1	7%	0%	21%	?	9.0%

(next part)
SMILES	influenza NS1A	PhoP GFP inhibition	M. tuberculosis	H37Rv inhibition	inhibitors of VEEV	others
O=C(COC(=O)CN1C(=O)C2CCCCC2C1=O)Nc1c(Cl)cccc1Cl (stereo not drawn)	-14%	nt	-3%	2%	i
COc1ccc(N2CCN(C(=O)[C@H](Cc3c[nH]c4ccccc34)NC(C)=O)CC2)cc1	-13%	2%	7%	0%	1.0%
CC(NC(=O)c1ccc2c(c1)OCO2)c1cccc(C(F)(F)F)c1 (stereo not drawn)	-8%	nt	4%	4%	7.0%
Cc1cc(-c2csc(N)n2)c(C)n1C	10%	6%	28%	6%	5.9%
Cc1ccc(S(=O)(=O)Nc2c(C)nc3nc[nH]n3c2=O)c(C)c1	-1%	4%	-1%	8%	i
COC(=O)c1ccc(CSc2cc(C)c3cccc(C)c3n2)o1	-11%	-6%	7%	8%	i
O=C(CSCc1n[nH]c(=O)[nH]1)NCCOc1cccc(Oc2ccccc2)c1	-3%	-9%	24%	-1%	i
COc1ccc(CNC(=O)CCCC(=O)n2nc(C)c3ccccc32)cc1	0%	4%	-9%	2%	1.7%
Nc1nc(CN2CCN(c3ccccc3F)CC2)nc(N2CCCc3ccccc32)n1	-11%	-1%	60%	5µM*	6.9%
Cc1cccc(N2C(=O)C(Oc3ccc(Cl)cc3Cl)C2C=O)c1C (stereo not drawn)	6%	-1%	31%	3%	4.8%
O=C(O)c1cccc(NC(=O)c2cc(S(=O)(=O)N3CCOCC3)cs2)c1	3%	14%	-10%	-8%	0.6%
CCCCn1c(N)c(N(CCOC)C(=O)C2CC(=O)N(Cc3ccc(C)cc3)C2)c(=O)[nH]c1=O (stereo not drawn)	-4%	3%	-5%	-10%	1.4%
COC(=O)c1ccc(-n2c(C)nc3ccccc3c2=O)cc1	2%	7%	-13%	0%	6.2%
Cc1cc(C(=O)NC(C)Cc2ccccc2)cc(C)c1[N+](=O)[O-] (stereo not drawn)	nt	2%	-6%	-1%	6.6%
COc1ccccc1N1CCN(CCC(=O)Nc2ccc(F)cc2)CC1	-2%	2%	1%	3%	i
COc1cccc(NC(=S)N2c3ccccc3CC2C)c1 (stereo not drawn)	-7%	-3%	-1%	-5%	2.0%
CCN(CC)c1ccc(/C=C(/C#N)C(=O)NC(C)C)o1	-1%	-9%	-2%	35%	7.2%
O=C(/C=C/c1ccc2c(c1)OCO2)c1ccco1	16%	0%	?	-5%	0.5%
CSc1oc(-c2cccs2)nc1S(=O)(=O)c1ccccc1	-9%	-6%	0%	10%	1.0%
CCc1ccc(CNC(=O)c2ccc(OC3CCN(C(C)=O)CC3)c(OC)c2)nc1	15%	-11%	2%	3%	0.9%
Brc1cc2c(cc1C1OCCO1)OCO2	-1%	nt	nt	nt	1.6%
CCOC(=O)N1CCC(N(CCOC)C(=O)Nc2ccc(Cl)c(Cl)c2)CC1	-4%	-1%	21%	-6%	i
Cc1cc2nnc(SC(C)C#N)n2c2ccccc12 (stereo not drawn)	-5%	-14%	-17%	-2%	1.2%
COc1ccc2nc(N3CCCC3)[nH]c2c1	0%	3%	-1%	-4%	3.3%
O=C1NC(=O)C2(Cc3ccccc3N3CCCC32)C(=O)N1c1cccc(Cl)c1 (stereo not drawn)	3%	-4%	44%	-7%	0.3%
COc1ccc(S(=O)(=O)N2CCN(C(=O)C3CCCO3)CC2)cc1 (stereo not drawn)	-10%	-4%	-8%	-26%	1.9%
CCOC(=O)c1ccc(NC(=O)c2n[nH]c(=O)c3ccccc23)cc1	-3%	-3%	47%	?	0.9%
O=C(NNc1ccc(F)cc1)c1c(F)cccc1Cl	-4%	8%	50%	?	1.0%
COCCNc1nnc(SCC(=O)NC(=O)c2ccc(Cl)cc2)s1	-3%	nt	nt	nt	1.1%
CCOC(=O)c1cccc(NC(=O)CSc2nnc(COc3ccccc3)n2CC)c1	4%	20%	51%	41%	1.4%
COc1ccc(N2CCN(c3nc(=S)n(-c4ccccc4)c(C)c3C(C)=O)CC2)cc1	11%	-5%	46%	-8%	i
O=C(Nc1ccc2ccccc2c1)c1cccc(F)c1	18%	1%	70%	17%	1.1%
Cc1cc2c(cc1C)NC(=O)CC(C(F)(F)C(F)(F)C(F)(F)F)=N2	3%	3%	2%	3%	3.1%
S=C1NCN(Cc2cccnc2)CN1c1cccc(Cl)c1	7%	-3%	61%	-11%	1.6%
O=C(Nc1ccccc1-c1ccccc1)C1CCCC1	-4%	-8%	29%	7%	i
COC(=O)CCc1c(C)c(C(=O)c2cccc(OC)c2OC)c2ccccn12	-2%	-3%	-1%	-3%	0.3%
O=C(COC(=O)c1cc[n+]([O-])cc1)Nc1ccc(Br)cc1	-5%	nt	-14%	3%	0.4%
